Source: PubChem BioAssay (National Center for Advancing Translational Sciences (NCATS))
APEX1 inh = blocks human APE1 abasic DNA cleavage; P27695; recombinant APE1, TAMRA/BHQ-2 abasic DNA cleavage fluorescence; Potency, µM (titrated, usually from 65.8 µM), inactives show top-dose activity change, negative = inhibition, hits mostly inhibitors; 350,000 compounds, 0.35% hits;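 note: potency is the fitted concentration of half-maximal effect; plate controls were vehicle for no effect and reference inhibitor for full effect; nearly all actives have a fitted effect of over 55% in size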
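Kinetic fluorescence read (525 ex/598 em nm, three reads 60 s apart) of AP-site incision; signal = third minus first read. Enzyme 0.75 nM, dual-labelled THF duplex 50 nM, compound preincubation 15 min RT.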
Anesthetic bind = candidate novel general anesthetic via apoferritin binding; 350,000 compounds, 0.074% hits; apoferritin/1-aminoanthracene competitive binding, fluorescence; P02791; Potency, µM (top dose mostly 77.5 µM), without a hit: at the highest dose activity change, negative = displacement, actives largely listed as inhibitors; note: potency is the fitted concentration of half-maximal effect; % is set by controls: 0 for no effect and ±100 for the full control effect; nearly all actives have a fitted effect of over 20% in size
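Steps: apoferritin (10 uM) was premixed with half-saturated 1-AMA in PBS, compounds were pin-transferred, plates stood 10 min at room temperature, fluorescence was read at 380/535 nm, and curves were fitted with a Hill equation.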
Glioma ERSR ind = induces the endoplasmic reticulum stress response in human glioma cells. U87-MG GRP78 promoter luciferase reporter, 16 h. Potency, µM, for inactives: at the top dose activation, usual class: activators. 420,000 compounds, 0.02% hits. AID 602332; note: potency is the fitted concentration of half-maximal effect; series mostly up to about 76 µM; % of control where 0% means no effect; nearly all actives have a fitted effect of over 35% in size
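Stably transfected U87-MG human glioma cells carrying a GRP78-based luminescent sensor were seeded at 1000 cells/well, pin-dosed with compounds and incubated 16 h. Luciferase reagent was then added, and end-point luminescence was read after 10 min at room temperature.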
Pol kappa inh = DNA polymerase kappa (human) inhibition; Q9UBT6; purified Pol kappa, fluorescent DNA synthesis assay, 10 min; Potency, µM (titrated, usually from 107 µM), without a hit: at the highest dose activity, negative = inhibition, actives largely listed as inhibitors; 400,000 compounds, 0.53% hits; note: potency is the fitted concentration of half-maximal effect; % is set by controls: 0 for no effect and ±100 for the full control effect
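Enzyme at 10 nM met test compounds for 15 min at room temperature. Substrate addition (50 nM final) began the reaction, which was monitored by fluorescence at 0 and 10 min.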
POLH inh = DNA polymerase eta (human) inhibition | Q9Y253 | recombinant Pol eta, fluorescent DNA replication assay | Potency, µM (top dose mostly 114 µM), for the others: at the highest dose activity change, negative = inhibition, usual class: inhibitors | 390,000 compounds, 1.2% hits; note: potency is the fitted concentration of half-maximal effect; % is set by controls: 0 for no effect and ±100 for the full control effect
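Pol eta (10 nM) was preincubated with compounds for 15 min at room temperature, after which fluorescent replication substrate (50 nM final) was added to start the reaction. Fluorescence was read kinetically at 0 and 10 min.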
LDHA block = blocks human lactate dehydrogenase A; purified LDHA, NADH/diaphorase-resazurin fluorescence; hits give low values; AID 1347041; activity change, % (values are at about 110 or 230 µM); P00338; 480,000 compounds, 0.15% hits; in the data active = activity change below about -30%; inconclusive = mostly about -25% to -30%;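 note: plate controls were DMSO wells for no effect and wells without enzyme for full effect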
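Human LDH5 (2 nM) was incubated with 0.06 mM NADH and 0.2 mM pyruvate for 5 min at room temperature in Tris pH 7.4. Remaining NADH was coupled through diaphorase/resazurin, and resorufin fluorescence was read at 0 and 20 min.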
BLM inh = blocks DNA unwinding by human BLM helicase; AID 2528; P54132; Potency, µM (highest dose often 56.1 µM), for the others: at the highest dose activity change, negative = inhibition, hits mostly inhibitors; recombinant BLM DNA unwinding, fluorescence dequenching; 350,000 compounds, 0.2% hits;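 note: potency is the fitted concentration of half-maximal effect; plate controls were vehicle for no effect and no enzyme for full effect; nearly all actives have a fitted effect of over 35% in size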
Target sequence (P54132 whole entry, looked up): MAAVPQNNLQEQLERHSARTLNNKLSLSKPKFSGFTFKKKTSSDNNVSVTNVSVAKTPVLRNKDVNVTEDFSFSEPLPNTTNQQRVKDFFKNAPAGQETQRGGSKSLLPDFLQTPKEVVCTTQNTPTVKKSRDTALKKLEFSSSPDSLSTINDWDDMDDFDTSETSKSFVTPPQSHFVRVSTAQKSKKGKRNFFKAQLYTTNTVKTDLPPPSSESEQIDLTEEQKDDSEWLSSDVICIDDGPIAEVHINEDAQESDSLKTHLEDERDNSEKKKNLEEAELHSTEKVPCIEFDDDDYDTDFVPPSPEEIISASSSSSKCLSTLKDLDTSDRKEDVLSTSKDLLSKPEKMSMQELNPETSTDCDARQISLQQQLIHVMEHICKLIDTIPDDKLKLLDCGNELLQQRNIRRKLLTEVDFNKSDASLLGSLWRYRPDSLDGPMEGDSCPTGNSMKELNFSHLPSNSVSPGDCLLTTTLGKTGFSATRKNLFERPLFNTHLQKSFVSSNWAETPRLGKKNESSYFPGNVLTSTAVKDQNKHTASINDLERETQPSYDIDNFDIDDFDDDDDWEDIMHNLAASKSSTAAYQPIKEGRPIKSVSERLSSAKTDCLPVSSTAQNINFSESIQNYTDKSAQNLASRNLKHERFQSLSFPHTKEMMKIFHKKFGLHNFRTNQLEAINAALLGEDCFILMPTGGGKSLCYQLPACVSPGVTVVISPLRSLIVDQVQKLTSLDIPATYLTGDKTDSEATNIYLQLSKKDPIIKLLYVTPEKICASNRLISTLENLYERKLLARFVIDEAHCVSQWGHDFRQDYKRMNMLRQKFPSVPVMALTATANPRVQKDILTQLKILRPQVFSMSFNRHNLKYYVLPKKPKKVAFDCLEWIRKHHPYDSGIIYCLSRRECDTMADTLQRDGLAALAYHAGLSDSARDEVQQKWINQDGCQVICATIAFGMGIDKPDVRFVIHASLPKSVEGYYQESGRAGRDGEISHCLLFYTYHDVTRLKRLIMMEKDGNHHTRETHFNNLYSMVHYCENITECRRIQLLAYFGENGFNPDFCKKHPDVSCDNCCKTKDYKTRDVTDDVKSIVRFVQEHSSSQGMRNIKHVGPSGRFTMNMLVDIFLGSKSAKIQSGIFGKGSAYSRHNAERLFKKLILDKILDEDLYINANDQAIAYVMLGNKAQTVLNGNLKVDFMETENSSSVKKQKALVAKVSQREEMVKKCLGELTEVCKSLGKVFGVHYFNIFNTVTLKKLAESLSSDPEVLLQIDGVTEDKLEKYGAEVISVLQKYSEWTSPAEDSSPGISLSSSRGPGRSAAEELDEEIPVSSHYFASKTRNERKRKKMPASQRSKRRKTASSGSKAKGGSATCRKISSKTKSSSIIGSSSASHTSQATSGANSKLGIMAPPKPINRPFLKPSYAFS
Pol iota inh = inhibitors of human DNA polymerase iota; Q9UNA4; Pol iota fluorescent replication assay, 10 min; Potency, µM (series often up to 115 µM), inactives show at the highest dose activity, negative = inhibition, usual class: inhibitors; 390,000 compounds, 1% hits; note: potency is the fitted concentration of half-maximal effect
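Pol iota at 10 nM preincubated 15 min with compounds at room temperature; reaction started with fluorescent substrate, 50 nM final. Fluorescence read kinetically at 0 and 10 min; buffer-only wells as negative control.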
Pol beta inh = inhibitors of human DNA polymerase beta; P06746; Pol beta primer extension/strand displacement, fluorescence kinetic; Potency, µM (series often up to 114 µM), for inactives: top-dose activity change, negative = inhibition, actives largely listed as inhibitors; 340,000 compounds, 1.3% hits; AID 485314; note: potency is the fitted concentration of half-maximal effect; % is set by controls: 0 for no effect and ±100 for the full control effect
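Human Pol beta at 10 nM; strand-displacement substrate 50 nM final. Compound exposure 15 min at room temperature before start, reaction 10 min at room temperature.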
Numbers without * were called inactive; ? = inconclusive; · = no result given; [ ] = remark or other dose. Unless noted, calls come from the whole dose curve; as a rule, active = well fitted curve in the direction sought with a large enough effect; inconclusive = small, poorly fitted or top-dose-only effect, or another doubt; inactive = no such curve, though single readings can be large; an effect the other way counts as inactive or inconclusive. Some of the compounds tested; rates above refer to the full screens.

SMILES	APEX1 inh	Anesthetic bind	Glioma ERSR ind	Pol kappa inh	POLH inh	LDHA block	BLM inh	Pol iota inh	Pol beta inh
CCOC(=O)N/N=C\c1ccc([N+](=O)[O-])o1	-2%	-20%	-3%	1%	13%	7	-3%	-12%	5%
CC(c1ccccc1)n1c(SCC(=O)N2CC(=O)Nc3ccccc32)nc2ccccc2c1=O (stereo not given)	-3%	-11%	-5%	-10%	-19%	-3	-4%	-15%	7%
c1ccc(OCCOc2ccccc2-c2nnco2)cc1	0%	-21%	15%	7%	-12%	-1	1%	-16%	0%
COc1ccc(C(=O)N2CCN(Cc3ccccc3C)CC2)cc1OC	-2%	-5%	-2%	0%	3%	-23	-1%	4%	-1%
CCOc1ccc(CCNC(=O)c2cc3sccc3n2C)cc1OCC	4%	-11%	-6%	-10%	-25%	2	-4%	18%	-15%
COC(=O)c1ccc(CSc2cc(C)c3ccccc3n2)o1	-5%	-5%	4%	-12%	-20%	-7	?	-1%	-9%
Cc1nc2ccccc2nc1CSc1nnc(N)s1	-1%	-15%	-2%	-6%	-23%	-1	2%	9%	0%
COc1cc2cc(CCCOC(=O)c3ccc(F)cc3)oc(=O)c2cc1OC	-18%	·	-4%	-17%	-11%	-4	·	2%	·
Cc1c(C(=O)N/N=C/c2ccccc2)[nH]c2ccc(Cl)cc12	13%	-11%	1%	4%	-20%	-7	-9%	0%	36%
COc1ccc(-c2nc3c(c(=O)n(C)c(=O)n3C)n2CC2CC(c3ccccc3)=NO2)cc1OC (stereo not given)	·	·	-8%	-14%	1%	-1	·	4%	·
COc1ccc(NCC(=O)N/N=C/c2cc([N+](=O)[O-])ccc2N2CCCC2)cc1	-3%	?	8%	-9%	0%	3	-2%	154%[activator]	?
Cn1c(=O)c2c(ncn2CC(=O)OCC(=O)Nc2ccc(Cl)cc2)n(C)c1=O	4%	-15%	-4%	-4%	-13%	-4	-6%	119%[activator]	8%
CC(C)COC(=O)c1ccccc1N1C(=O)C2C3CCC(C3)C2C1=O (stereo not given)	4%	2%	-4%	1%	-11%	2	-4%	-14%	-20%
Nc1nonc1-n1nnc(C(=O)N/N=C/C2CC=CCC2)c1CSc1ccccc1 (stereo not given)	-3%	3%	0%	-8%	-15%	0	-6%	123%[activator]	-16%
COC(=O)c1ccccc1S(=O)(=O)N1CCC(C(=O)OC(C)C(=O)N(C)Cc2ccccc2)CC1 (stereo not given)	·	·	-4%	-5%	-3%	-7	·	29%	·
CC(C)(C)c1ccc(NC(=O)N2CCCN(c3ccc([N+](=O)[O-])cn3)CC2)cc1	1%	-15%	-7%	-10%	-10%	-8	-10%	18%	-12%
O=C(CCC(=O)N(c1ccccc1)C(C(=O)NC1CCCC1)c1ccncc1)Nc1cccnc1 (stereo not given)	-1%	-9%	-2%	-5%	-11%	-9	-1%	5%	3%
O=C(c1cccc(F)c1)N1CCC2(CCCN(c3ccncc3)C2)CC1	21%	·	-3%	-5%[60.1 µM]	·	·	5%	·	·
CC(Oc1coc(CN2CCN(C(=O)c3ccco3)CC2)cc1=O)c1ccccc1 (stereo not given)	33%	·	-1%	-11%	-9%	0	·	23%	·
CCOc1cc(/C=C2/SC(=S)NC2=O)ccc1OC(=O)c1ccco1	14%	?	4%	-23%	?	-15	-9%	?	?
COc1ccc(NC(=O)c2cc3ccccc3o2)cc1OC	24%	-6%	6%	-10%	?	-4	-5%	113%[activator]	33%
Clc1ccc(Sc2cnc3ccccc3n2)cc1	2%	?	-3%	9%	-10%	0	2%	-14%	31%
Cc1ccc(C(=O)Nc2cc(Cl)ccc2N2CCCCC2)s1	4%	-18%	0%	-18%	-15%	2	-3%	-2%	0%
COc1cc(OC)c(C(=O)N(CCc2ccccc2)Cc2ccccc2)cc1OC	46%[activator]	-15%	-2%	-3%	-24%	-2	-3%	16%	-13%

Single values from above:
In LDHA block, COc1cc(OC)c(C(=O)N(CCc2ccccc2)Cc2ccccc2)cc1OC has -2
In Pol beta inh, CC(C)(C)c1ccc(NC(=O)N2CCCN(c3ccc([N+](=O)[O-])cn3)CC2)cc1 has -12%

(next part)
SMILES	APEX1 inh	Anesthetic bind	Glioma ERSR ind	Pol kappa inh	POLH inh	LDHA block	BLM inh	Pol iota inh	Pol beta inh
COc1ccc(CCNC2=C(Cl)C(=O)N(CCc3ccccc3)C2=O)cc1OC	-8%	·	-2%	-9%	1%	-2	-2%	1%	1%
CCOC(=O)N1CCN(C(=O)C2CCC(=O)N(CCCN3CCCC3=O)C2)CC1 (stereo not given)	-7%	-3%	8%	-16%	-9%	-2	-1%	7%	0%
CCOc1ccc(OCCC(=O)OCC(=O)N2CCN(S(=O)(=O)c3ccc(Cl)cc3)CC2)cc1	?	-14%	13%	-27%	?	-3	-11%	?	-112%
O=C(CN1C(=O)c2cccc3cccc1c23)Nc1ccc(S(=O)(=O)Nc2nccs2)cc1	5%	88%[activator]	0%	-2%	-8%	0	-3%	?	-22%
Cc1ccc(S(=O)(=O)N2CCN(C(=O)COC(=O)C3CCC3)CC2)c(C)c1	23%	·	-3%	-3%	-17%	-3	·	12%	·
Cn1c(SCC(=O)Nc2ccc3c(c2)OCCO3)nnc1C1CC1	-3%	10%	-1%	-2%	-15%	-1	1%	-17%	50%
CN(c1ccc(C(=O)N2CCOCC2)cc1)S(=O)(=O)c1cccs1	-6%[12.4 µM]	-9%	1%	7%	4%	-8	3%	33%[activator]	44%
COCCn1cc(-c2csc(N)n2)c2ccccc21	0%	-8%	0%	-2%	-4%	6	0%	84%[activator]	-9%
O=C(Nc1ccccc1)c1ccc(COc2ccccc2)cc1	17%	0%	4%	4%	-5%	0	0%	31%[activator]	24%
COc1ccc(C(C)=O)cc1CSCCC#N	6%	-21%	-3%	-5%	-14%	-7	-3%	1%	6%
COc1ccc(OCC(=O)Nc2ccc(S(=O)(=O)Nc3nc(C)cc(C)n3)cc2)cc1	-5%	-5%	-4%	2%	-9%	2	-4%	-3%	22%
O=C(OCc1csc(Nc2ccccc2)n1)c1ccc(Cl)cc1	-1%	?	-4%	-8%[60.1 µM]	-27%	-12	-9%	16%	3%
C=C1c2c(Cl)ccc(O)c2C(O)=C2C(=O)[C@]3(O)C(O)=C(C(N)=O)C(=O)C(N(C)C)C3C(O)C12 (stereo not given in full)	?	5%	-7%	1.6µM*	·	·	0%	·	·
CC(=O)Nc1ccc(NC(=O)Cn2c(=O)ccc3cc(S(=O)(=O)N4CCC(C)CC4)ccc32)cc1	·	-21%	-3%	-9%[60.1 µM]	-11%	4	-1%	12%	-10%
CC(Sc1nc2ccccc2s1)C(=O)c1c(N)n(C)c(=O)n(C)c1=O (stereo not given)	-1%	-23%	-1%	-6%	-10%	-2	-3%	14%	14%
CCNc1nc(Cl)nc(NNC(=O)C(C)Oc2ccccc2)n1 (stereo not given)	4%	0%	-6%	-8%	-7%	-10	0%	21%	-8%
CCc1c(-c2ccccc2)nc2ccccc2c1C(=O)NC(C)c1ccccc1 (stereo not given)	·	-20%	-3%	-16%[60.1 µM]	-19%	-1	-6%	4%	-2%

Gathered by group: the compounds so far containing an aryl thioether with sulfur outside any ring
SMILES	APEX1 inh	Anesthetic bind	Glioma ERSR ind	Pol kappa inh	POLH inh	LDHA block	BLM inh	Pol iota inh	Pol beta inh
CC(c1ccccc1)n1c(SCC(=O)N2CC(=O)Nc3ccccc32)nc2ccccc2c1=O (stereo not given)	-3%	-11%	-5%	-10%	-19%	-3	-4%	-15%	7%
COC(=O)c1ccc(CSc2cc(C)c3ccccc3n2)o1	-5%	-5%	4%	-12%	-20%	-7	?	-1%	-9%
Cc1nc2ccccc2nc1CSc1nnc(N)s1	-1%	-15%	-2%	-6%	-23%	-1	2%	9%	0%
Nc1nonc1-n1nnc(C(=O)N/N=C/C2CC=CCC2)c1CSc1ccccc1 (stereo not given)	-3%	3%	0%	-8%	-15%	0	-6%	123%[activator]	-16%
Clc1ccc(Sc2cnc3ccccc3n2)cc1	2%	?	-3%	9%	-10%	0	2%	-14%	31%
Cn1c(SCC(=O)Nc2ccc3c(c2)OCCO3)nnc1C1CC1	-3%	10%	-1%	-2%	-15%	-1	1%	-17%	50%
CC(Sc1nc2ccccc2s1)C(=O)c1c(N)n(C)c(=O)n(C)c1=O (stereo not given)	-1%	-23%	-1%	-6%	-10%	-2	-3%	14%	14%
